# TR SRC2 fluor cs = Texas Red fluorescence interference in TRb-SRC2 counter-screen. TRb/SRC2 Texas Red total fluorescence interference. Potency, µM (highest dose often 106 µM), inactives show at the top dose fluorescence change, negative = quenching. 280,000 tested, 0.29% active. AID 1479; active = well fitted curve in either direction with a large enough effect; inconclusive = small, poorly fitted or top-dose-only effect
#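 Human TRb ligand-binding domain at 0.6 uM with 20 nM Texas Red SRC2 peptide in Tris buffer containing 1 uM T3 and 5% DMSO, incubated with compound 5 h at ambient temperature. Total fluorescence (555/632 nm) calculated as parallel + 2 × perpendicular.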
# TRb-SRC2 inh = TRbeta-SRC2 interaction inhibition | 280,000 tested, 0.065% active | AID 1469 | P10828 | TRbeta-SRC2 peptide binding, fluorescence polarization; receptor liganded with 1 µM T3 | Potency, µM (top dose mostly 106 µM), for inactives: at the highest dose activity change, negative = inhibition, usual class: inhibitors;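 note: plate controls were bound peptide for no effect and peptide without receptor for full effect; nearly all actives have a fitted effect of over 50% in size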
# Target sequence (P10828 whole entry, looked up): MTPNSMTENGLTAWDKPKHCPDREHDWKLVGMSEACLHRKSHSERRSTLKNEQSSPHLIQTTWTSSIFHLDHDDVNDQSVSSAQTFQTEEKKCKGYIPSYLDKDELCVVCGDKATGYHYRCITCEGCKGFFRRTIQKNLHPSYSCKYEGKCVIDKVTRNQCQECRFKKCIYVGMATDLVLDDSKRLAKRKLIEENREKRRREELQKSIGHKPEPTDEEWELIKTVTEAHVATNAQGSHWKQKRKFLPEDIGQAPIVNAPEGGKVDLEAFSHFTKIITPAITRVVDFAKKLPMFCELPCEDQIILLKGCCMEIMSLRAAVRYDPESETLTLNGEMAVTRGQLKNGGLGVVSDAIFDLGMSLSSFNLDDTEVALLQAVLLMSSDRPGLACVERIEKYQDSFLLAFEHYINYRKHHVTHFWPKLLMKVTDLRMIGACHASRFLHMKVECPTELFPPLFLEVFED
#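 Compounds were added to 0.6 uM TRb ligand-binding domain and 20 nM Texas Red-labeled SRC2 peptide in Tris buffer containing 1 uM T3, incubated 5 hr at ambient temperature, then read by fluorescence polarization.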
# aGal spleen mod = alpha-galactosidase A (human) modulation | P06280 | 240,000 tested, 0.008% active | Potency, µM (series often up to 80 µM), without a hit: at the highest dose activity change, negative = inhibition, actives largely listed as inhibitors | human spleen homogenate, 4MU-alpha-Gal fluorescence, 40 min;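 note: 0% = enzyme with vehicle and -100% = no enzyme basal signal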
#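 Human spleen homogenate (1 ug) was the enzyme source, with 4-methylumbelliferyl-alpha-D-galactopyranoside (1 mM final) in pH 5.0 citrate buffer with 0.01% Tween-20. Compounds were titrated; after 40 min at 37C, NaOH/glycine stop, 4-MU fluorescence read; AC50 from Hill fits.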
# Tau fibril ThT = inhibitors of human tau fibril formation, thioflavin T binding | 270,000 tested, 2.1% active | AID 1460 | recombinant tau K18 P301L, heparin-induced fibrillization, ThT fluorescence | Potency, µM (series often up to 57.4 µM), inactives show top-dose activity, negative = inhibition, actives largely listed as inhibitors; note: nearly all actives have a fitted effect of over 55% in size
#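 Heparin-induced (20 uM) aggregation of recombinant human K18 P301L tau, 15 uM unlabeled with 0.24 uM labeled, pH 7 acetate buffer, 6 hr at 37 C with compound. Fibrils quantified by 30 uM ThT fluorescence after 1 hr ambient incubation.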
# Tau fluor counter = counter-screen for tau fibril formation inhibitors. 280,000 tested, 0.93% active. Potency, µM (series often up to 57.7 µM), for inactives: at the highest dose activity change, negative = decrease. tau K18 P301L (four-repeat tau fragment) Alexa594 fluorescence, heparin fibrillization; note: nearly all actives have a fitted effect of over 55% in size
#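 Human K18 P301L tau (15 uM unlabeled plus 0.24 uM Alexa 594-labeled, final) in 100 mM sodium acetate pH 7 was mixed with compound and 20 uM heparin and incubated 6 hr at 37 C.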
# Tau FP inhib = tau fibrillization inhibition (FP) | AID 1468 | K18 P301L tau heparin fibrillization, Alexa594 FP, 6 h | 280,000 tested, 0.39% active | Potency, µM (highest dose often 57.7 µM), inactives show at the top dose activity, negative = inhibition, most hits filed as inhibitors; note: nearly all actives have a fitted effect of over 55% in size
#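 Read-out: fluorescence polarization of Alexa 594-labeled tau (0.24 uM), 555 nm excitation, 632 nm emission. Mixtures held 15 uM unlabeled K18 P301L, compound and 20 uM heparin, pH 7 acetate buffer, incubated 6 hr at 37 C.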
# ALDH1A1 inh = blocks purified human ALDH1A1 activity | Potency, µM (top dose mostly 75.3 µM), inactives show top-dose activity, negative = inhibition, actives largely listed as inhibitors | 220,000 tested, 7.3% active | P00352 | AID 1030 | Purified ALDH1A1, NADH fluorescence, propionaldehyde substrate; active = well fitted inhibition curve with a large enough effect, not every such curve was filed as active; inconclusive = small, poorly fitted or top-dose-only effect, or another doubt; inactive = no such curve, though single readings can be large or run the other way;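 note: plate controls were no enzyme wells and a reference inhibitor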
# Target sequence (P00352 whole entry, looked up): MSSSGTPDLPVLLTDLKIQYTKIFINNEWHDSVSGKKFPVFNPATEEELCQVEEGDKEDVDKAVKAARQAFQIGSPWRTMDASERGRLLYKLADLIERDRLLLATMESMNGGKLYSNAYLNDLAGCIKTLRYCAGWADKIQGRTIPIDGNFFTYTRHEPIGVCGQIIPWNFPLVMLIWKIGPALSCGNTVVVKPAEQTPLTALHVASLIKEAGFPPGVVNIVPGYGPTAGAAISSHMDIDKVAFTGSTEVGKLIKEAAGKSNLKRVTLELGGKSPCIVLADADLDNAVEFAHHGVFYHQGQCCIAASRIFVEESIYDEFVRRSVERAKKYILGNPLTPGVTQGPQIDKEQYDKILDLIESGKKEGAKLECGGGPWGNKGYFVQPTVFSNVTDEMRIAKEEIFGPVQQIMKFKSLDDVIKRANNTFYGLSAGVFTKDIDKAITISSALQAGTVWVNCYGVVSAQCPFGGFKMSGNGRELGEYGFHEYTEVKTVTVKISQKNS
# L3MBTL1 block = L3MBTL1 (human) inhibition. AlphaScreen L3MBTL1–H3K9me1 peptide binding. Potency, µM (top dose mostly 57.1 µM), for the others: top-dose activity, negative = inhibition, actives largely listed as inhibitors. 230,000 tested, 0.66% active. Q9Y468. AID 485360; note: nearly all actives have a fitted effect of over 60% in size
#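 AlphaScreen proximity signal between nickel-chelate acceptor and streptavidin donor beads (final 10 ug/mL) reports binding of 50 nM L3MBTL1 to 75 nM biotin-H3 K9me1 peptide; complex incubated with compounds 30 min at room temperature; cefsulodin titration as control.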
# An asterisk follows results filed as active; ? = inconclusive; . = no result given; [ ] = another dose, or the depositor's remark. Unless noted, calls come from the whole dose curve; as a rule, active = well fitted curve in the direction sought with a large enough effect; inconclusive = small, poorly fitted or top-dose-only effect, or another doubt; inactive = no such curve, though single readings can be large; an effect the other way counts as inactive or inconclusive. Unless noted, % is set by controls: 0 for no effect and ±100 for the full control effect; potency is the fitted concentration of half-maximal effect. Not a hit list; 8.5% or so of the library scored in one or more.
# Value order: TR SRC2 fluor cs	TRb-SRC2 inh	aGal spleen mod	Tau fibril ThT	Tau fluor counter	Tau FP inhib	ALDH1A1 inh	L3MBTL1 block
> COC(=O)c1ccc(COc2ccccc2/C=N/NC(=O)c2cccnc2)cc1
    -2%	-5%	0%	-5%	-14%	-5%	?	1%
> COC(=O)CNC(=O)CSc1ccccn1
    -1%	-3%	8%	-9%	-12%	7%	.	9%
> O=S(=O)(c1cccc2nsnc12)N1CCOCC1
    -1%	5%	2%	5%	6%	10%	-3%	-1%
> CSc1ccc(CCNC(=O)C2CCN(c3nnc(-n4cccc4)s3)CC2)cc1
    -3%	7%	3%	?	-10%	-3%	-16%	.
> Brc1ccc(-c2cnnc(N3CCCC3)n2)cc1
    1%	0%	0%	?	-10%	-1%	?	-4%
> COc1ccc(CC(=O)Nc2cc(S(=O)(=O)N3CCOCC3)ccc2N2CCOCC2)cc1
    1%	7%	-4%	-3%	-10%	1%	?	6%
> Cc1nonc1OCCNc1ccc([N+](=O)[O-])cc1[N+](=O)[O-]
    -2%	2%	5%	-22%	-3%	-4%	-8%	-1%
> COc1ccc(OCC(=O)Nc2ccc(-c3nc4cc(Cl)ccc4o3)cc2)cc1
    6%	1%	.	?	-7%	?	.	.
> COC(=O)c1sc(C(F)(F)F)c(-c2ccccc2)c1S(=O)(=O)N1CCCC1
    -2%	6%	2%	-13%	-16%	1%	-1%	3%
> O=C(CC1CCCCC1)Nc1c2c(nn1-c1ccc(F)cc1)CS(=O)(=O)C2
    2%	8%	6%	2%	2%	2%	7.9µM*	0%
> CCOC(=O)CCSCC(=O)Nc1nnc(C)s1
    0%	-1%	-9%	-7%	1%	0%	8%	10%
> c1ccc2sc(-c3ccc4c(c3)OCO4)nc2c1
    1%	5%	9%	?	?	-9%	?	29%
> CCN(c1ccccc1)S(=O)(=O)c1ccc(Cl)c(C(=O)N(CC2CCCO2)C2CCS(=O)(=O)C2)c1 (centres undefined)
    -2%	8%	4%	5%	-5%	4%	-14%	-33%
> O=C(NNc1ccc([N+](=O)[O-])cc1[N+](=O)[O-])C1C2CCCCC21 (centres undefined)
    0%	-5%	-5%	1%	-3%	3%	-4%	2%
> O=C(COc1ccc(Cl)cc1)Nc1cc(S(=O)(=O)N2CCCCC2)ccc1N1CCCCC1
    -1%[53 µM]	3%[53 µM]	-1%	1%	-5%	8%	-15%	-2%
> O=c1oc2ccccc2c(Cl)c1CN1CCCCC1
    -1%	5%	3%	?	-8%	-10%	?	-3%
> Cc1csc2nc3ccccc3c(=O)n12
    2%	-6%	12%	-6%	-5%	-4%	?	-2%
> C=CCNC(=O)C1CC(=O)N(c2ccc(OCC(=O)NCc3ccccc3)cc2)C1 (centres undefined)
    1%	-9%	0%	-4%	2%	-2%	-4%	21%[11.4 µM]
> CC1(C)CC(=O)C(=Cc2cn(-c3ccccc3)nc2-c2ccc(Cl)cc2)C(=O)C1
    -1%	2%	?	3%	5%	-2%	?	-6%
> CCOc1ccc(C(c2c(C)[nH][nH]c2=O)c2c(C)[nH][nH]c2=O)cc1OCC
    -21%	11%	1%	-16%	0%	3%	?	-10%
> Cc1cc(=O)n2nc(N3CCC(C(=O)Nc4ccc(C(C)C)cc4)CC3)sc2n1
    -1%	-4%	.	?	-14%	-2%	.	.
> COc1ccc(NC(=O)CSc2nc(N)c3cc4c(nc3n2)CCCC4)cc1
    1%	3%	5%	-29%	-20%	-19%	?	4%
> CC(=O)Nc1ccc(S(=O)(=O)N(Cc2ccco2)CC2CCCO2)cc1 (centres undefined)
    -2%	6%	2%	-9%	-3%	-1%	13µM*	.
> COC(=O)c1cn(NC(=O)Cc2ccccc2Br)c(=O)c2ccccc12
    -1%	0%	1%	-3%	-7%	1%	?	12%
> COc1ccc(Cn2ccnc2SCC(=O)Nc2cccc(NC(C)=O)c2)cc1
    1%	1%	2%	-11%	-7%	0%	9%	10%
> COc1ccc(C(CC(=O)O)NC(=O)COc2ccc(C)cc2)cc1OC (centres undefined)
    -3%	6%	-13%	-11%	-12%	-4%	12%	6%
> COc1ccc2[nH]c(C(=O)NCc3ccc4c(c3)OCO4)cc2c1
    -4%	-6%	-5%	.	-2%[0.0958 µM]	-1%[0.0958 µM]	.	.
> CCOC(=O)C1(CCCc2ccccc2)CCN(C(=O)CCn2cnnn2)CC1
    0%	1%	4%	-8%	-16%	-3%	?	-2%
> COc1ccc(/C(O)=C/c2nc3ccc(C(=O)NCCc4cccc(C)c4)cc3[nH]c2=O)cc1OC
    4%	12%	0%	?	-30%	0%	?	6%
> COc1ccc(/C=C/c2nnc(NC(=O)COc3ccccc3)s2)cc1
    -1%	3%	-1%	?	7%	-2%	.	.

# 2 entries picked at random from those above:
# Value order: TR SRC2 fluor cs	TRb-SRC2 inh	aGal spleen mod	Tau fibril ThT	Tau fluor counter	Tau FP inhib	ALDH1A1 inh	L3MBTL1 block
> CC1(C)CC(=O)C(=Cc2cn(-c3ccccc3)nc2-c2ccc(Cl)cc2)C(=O)C1
    -1%	2%	?	3%	5%	-2%	?	-6%
> Cc1csc2nc3ccccc3c(=O)n12
    2%	-6%	12%	-6%	-5%	-4%	?	-2%

# The main list resumes, starting two compounds before the break.
# Value order: TR SRC2 fluor cs	TRb-SRC2 inh	aGal spleen mod	Tau fibril ThT	Tau fluor counter	Tau FP inhib	ALDH1A1 inh	L3MBTL1 block
> COc1ccc(/C(O)=C/c2nc3ccc(C(=O)NCCc4cccc(C)c4)cc3[nH]c2=O)cc1OC
    4%	12%	0%	?	-30%	0%	?	6%
> COc1ccc(/C=C/c2nnc(NC(=O)COc3ccccc3)s2)cc1
    -1%	3%	-1%	?	7%	-2%	.	.
> N#Cc1ccc(C(=O)N2CCN(S(=O)(=O)c3ccc(Br)s3)CC2)cc1
    -3%	-5%	-2%	-4%	1%	?	-9%	?
> Cc1cccc(N(C(=O)Cn2nnc(-c3ccc(F)cc3)n2)C(C(=O)NC(C)(C)C)c2ccncc2)c1 (centres undefined)
    -3%	6%	6%	-9%	-4%	3%	6%	-5%
> Cc1nnc(SCC(=O)N2CCN(S(=O)(=O)c3ccccc3)CC2)n1Cc1ccccc1
    -7%	-1%	-10%	8%	2%	-1%	-4%	3%
> COc1ccc(-c2nc(-c3cccs3)c(-c3cccs3)[nH]2)cc1OC
    -11%	1%	9%	?	10µM*[quencher]	10%	?	.
> Cc1noc(C)c1S(=O)(=O)N(CC(=O)Nc1ccc(C(F)(F)F)cc1)c1ccc(C(C)C)cc1
    -2%	-6%	.	10%	?	?	.	.
> O=C(Cc1ccccc1)Nc1nc2ccccc2[nH]1
    2%	0%	0%	-10%	-7%	3%	18µM*	-4%
> Cc1ccc(S(=O)(=O)NCc2ccc(C(=O)N3CCN(c4ccccn4)CC3)cc2)cc1
    0%	-5%	-5%	-15%	-6%	3%	7%	-3%
> O=C(CCl)Nc1ccc(N=Nc2ccccc2)cc1
    -4%	-8%	1%	5µM*	?	-15%	0.4µM*	-19%
> O=C(O)COc1ccc2c3c(c(=O)oc2c1)CCCC3
    -2%	-4%	-4%	-7%	-7%	-8%	?	2%
> Cc1cccc(CCNC(=O)C2CCCN(S(=O)(=O)c3ccc4c(c3)oc(=O)n4C)C2)c1 (centres undefined)
    0%	-5%	.	-4%	-12%	-6%	.	.
> Cc1ccc(NCc2nnc(SCc3ccc(C#N)cc3)n2Cc2ccco2)c(C)c1
    -2%	-7%	7%	-26%	-25%	12%	-7%	.
> COc1cccc(CNc2ccc(N3CCC(C)CC3)cc2)c1OC
    4%	-4%	-4%	18µM*	?	?	13µM*	?
> COc1ccc(S(=O)(=O)Nc2ccccc2OC)cc1NC(=O)CC1CC2CCC1C2 (centres undefined)
    -1%[53 µM]	7%[53 µM]	3%	-3%	-26%	1%	?	-7%
> Cc1noc(C)c1S(=O)(=O)N1CCC(C(=O)NC2CCCc3ccccc32)CC1 (centres undefined)
    -4%	-11%	-3%	-8%	-6%	0%	2%	.
> COc1ccc(NC(C)=O)cc1NC(=O)C1(c2cccs2)CCOCC1
    -3%	-1%	.	-3%	0%	4%	.	.
> CCn1c(Cc2c(C)[nH]c3ccccc23)nnc1SCC(N)=O
    2%	-1%	-11%	-9%	3%	8%	9%	.
> O=C(NC1CCCCC1)C1CCCN(c2nnnn2-c2ccccc2)C1 (centres undefined)
    1%	-1%	2%	5%	3%	-4%	10µM*	.
> COc1ccccc1-n1nc(-c2ccccc2)c2cnc3cc(C(F)(F)F)ccc3c21
    -2%	-2%	.	-4%	-7%	-16%	.	.

# Part of the list above, reduced to ALDH1A1 inh and TRb-SRC2 inh.
SMILES | ALDH1A1 inh | TRb-SRC2 inh
Cc1ccc(S(=O)(=O)NCc2ccc(C(=O)N3CCN(c4ccccn4)CC3)cc2)cc1 | 7% | -5%
O=C(CCl)Nc1ccc(N=Nc2ccccc2)cc1 | 0.4µM* | -8%
O=C(O)COc1ccc2c3c(c(=O)oc2c1)CCCC3 | ? | -4%
Cc1cccc(CCNC(=O)C2CCCN(S(=O)(=O)c3ccc4c(c3)oc(=O)n4C)C2)c1 (centres undefined) | . | -5%
Cc1ccc(NCc2nnc(SCc3ccc(C#N)cc3)n2Cc2ccco2)c(C)c1 | -7% | -7%
COc1cccc(CNc2ccc(N3CCC(C)CC3)cc2)c1OC | 13µM* | -4%
COc1ccc(S(=O)(=O)Nc2ccccc2OC)cc1NC(=O)CC1CC2CCC1C2 (centres undefined) | ? | 7%[53 µM]

# Screening data from PubChem BioAssay.
